Screens from PubChem.
L3MBTL1 inh = blocks human L3MBTL1. AID 485360. Q9Y468. actives 0.66% (n = 230,000). AlphaScreen L3MBTL1–H3K9me1 peptide binding. Potency, µM (top dose mostly 57.1 µM), for inactives: top-dose activity, negative = inhibition, most hits filed as inhibitors; also: % is scaled to controls: 0 for no effect and ±100 for the full control effect; nearly all actives have a fitted effect of over 60% in size
Target sequence (Q9Y468 whole entry, looked up): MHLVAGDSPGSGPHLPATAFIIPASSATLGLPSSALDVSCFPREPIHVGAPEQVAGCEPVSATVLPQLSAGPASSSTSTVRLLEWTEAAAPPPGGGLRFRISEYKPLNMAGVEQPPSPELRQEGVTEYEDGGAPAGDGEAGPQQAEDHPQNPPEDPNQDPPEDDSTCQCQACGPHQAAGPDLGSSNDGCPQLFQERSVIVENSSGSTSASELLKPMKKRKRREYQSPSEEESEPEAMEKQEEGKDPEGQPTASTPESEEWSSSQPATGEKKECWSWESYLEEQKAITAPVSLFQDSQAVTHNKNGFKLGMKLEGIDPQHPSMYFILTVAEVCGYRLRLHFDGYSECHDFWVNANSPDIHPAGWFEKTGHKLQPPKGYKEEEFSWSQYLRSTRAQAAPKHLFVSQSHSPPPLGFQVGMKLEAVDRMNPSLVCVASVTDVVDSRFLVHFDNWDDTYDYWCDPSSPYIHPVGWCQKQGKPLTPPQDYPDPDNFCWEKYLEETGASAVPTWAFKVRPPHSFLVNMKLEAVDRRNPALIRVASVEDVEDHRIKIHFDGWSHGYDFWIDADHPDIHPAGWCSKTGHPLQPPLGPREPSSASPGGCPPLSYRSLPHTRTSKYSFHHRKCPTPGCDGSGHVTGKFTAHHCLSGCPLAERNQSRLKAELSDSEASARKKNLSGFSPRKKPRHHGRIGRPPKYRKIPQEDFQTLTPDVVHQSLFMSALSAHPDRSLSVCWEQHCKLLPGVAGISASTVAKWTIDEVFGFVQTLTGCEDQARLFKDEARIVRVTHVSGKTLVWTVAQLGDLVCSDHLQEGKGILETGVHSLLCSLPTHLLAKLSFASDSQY
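Read-out is AlphaScreen signal from streptavidin donor and nickel chelate acceptor beads (10 ug/mL final each) bridging L3MBTL1 (50 nM) and biotinylated K9-monomethylated H3(1-15) peptide (75 nM), after 30 min compound exposure at room temperature.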
ALDH1A1 block = blocks purified human ALDH1A1 activity; Potency, µM (top dose mostly 75.3 µM), without a hit: at the highest dose activity, negative = inhibition, actives largely listed as inhibitors; actives 7.3% (n = 220,000); P00352; Purified ALDH1A1, NADH fluorescence, propionaldehyde substrate; active = well fitted inhibition curve with a large enough effect, not every such curve was filed as active; inconclusive = small, poorly fitted or top-dose-only effect, or another doubt; inactive = no such curve, though single readings can be large or run the other way;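 also: plate controls were no enzyme wells and a reference inhibitor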
SMN2 splice up = SMN2 splice variant enhancement; actives 2.8% (n = 210,000); AID 1458; HEK293 SMN2-luciferase splicing reporter, luminescence, 30-36 h; Potency, µM (titrated, usually from 46.1 µM), for inactives: at the top dose activity change, positive = activation, hits mostly activators; also: % of control where 0% means no effect; nearly all actives have a fitted effect of over 55% in size
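HEK293 cells carry an SMN2 […]–luciferase reporter in which exon 7 inclusion puts luciferase in frame. Cells were plated 10-12 h before compound addition, then incubated 30-36 h at 37C. ONE-Glo luminescence was read; sodium butyrate at 4.5 mM final served as control.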
Luc counter = counter-screen: inhibitors of Kinase-Glo firefly luciferase. Q27757. Kinase-Glo luciferase, ATP luminescence, 8 min. Potency, µM (doses to about 38.3 µM), for inactives: at the top dose activity change, negative = inhibition, hits mostly inhibitors. actives 0.28% (n = 200,000). AID 1379; also: % is scaled to controls: 0 for no effect and ±100 for the full control effect; nearly all actives have a fitted effect of over 60% in size
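Recombinant Kinase-Glo luciferase, 10 uM ATP (linear range), luciferin; imidazole pH 7.2 / KCl / MgCl2 / Tween / BSA buffer; 8 min RT; luminescence.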
LMNA splice mod = modulators of lamin A splicing. HeLa LMNA splicing GFP/RFP minigene ratio, 48 h. Potency, µM (top dose mostly 46.1 µM), for the others: at the top dose ratio change, negative = inhibition, most hits filed as inhibitors. AID 1487. actives 0.01% (n = 200,000); active = well fitted inhibition curve with a large enough effect in the signal ratio, with a control signal flat, not every such curve was filed as active; inconclusive = small, poorly fitted or top-dose-only effect, or effect the other way, or a change in a side signal; the % refers to the signal ratio; also: % is scaled to controls: 0 for no effect and ±100 for the full control effect
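S3 HeLa cells stably expressing lamin A-EGFP splicing minigene plus DsRed2, 600 cells/well, 48 h compound exposure at 37C. Laser-scanning cytometry; analysed as GFP (500-530 nm)/RFP (575-640 nm) total intensity ratio; 0.5% DMSO vehicle.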
JMJD2E inh = inhibitors of human JMJD2E histone demethylase. B2RXH2. JMJD2E catalytic domain, FDH-coupled NADH fluorescence (FDH is formaldehyde dehydrogenase). Potency, µM (titrated, usually from 57.1 µM), inactives show at the highest dose activity change, negative = inhibition, hits mostly inhibitors. actives 1.6% (n = 230,000). AID 2147; active = well fitted inhibition curve with a large enough effect, not every such curve was filed as active; inconclusive = small, poorly fitted or top-dose-only effect, or another doubt; inactive = no such curve, though single readings can be large or run the other way;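 also: 0% = wells with enzyme and -100% = buffer wells without enzyme; nearly all actives have a fitted effect of over 50% in size; many of its hits are not listed in these tables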
RECQ1 inh = RECQ1 (human) helicase inhibition; P46063; RECQ1 DNA unwinding, red fluorescence kinetic read; Potency, µM (highest dose often 57.3 µM), for the others: at the top dose activity, negative = inhibition, most hits filed as inhibitors; actives 0.54% (n = 240,000); AID 2549;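 also: plate controls were vehicle for no effect and no enzyme for full effect; nearly all actives have a fitted effect of over 30% in size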
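RECQ1T1 50 nM; forked duplex (20 bp + 30-nt ss tails) 200 nM, ATP 2 mM final; pH 8.0, 2 mM MgCl2, 2.5 ug/ml poly(dI-dC); 15 min compound preincubation; discontinuous kinetic read over 2 h at RT.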
Tau fibril ThT = inhibitors of human tau fibril formation, thioflavin T binding | P10636 | AID 1460 | actives 2.1% (n = 270,000) | Potency, µM (series often up to 57.4 µM), inactives show at the highest dose activity, negative = inhibition, most hits filed as inhibitors | recombinant tau K18 P301L (four-repeat tau fragment), heparin-induced fibrillization, ThT fluorescence; also: % is scaled to controls: 0 for no effect and ±100 for the full control effect; nearly all actives have a fitted effect of over 55% in size
Target sequence (P10636 561-689 P618L limits assumed): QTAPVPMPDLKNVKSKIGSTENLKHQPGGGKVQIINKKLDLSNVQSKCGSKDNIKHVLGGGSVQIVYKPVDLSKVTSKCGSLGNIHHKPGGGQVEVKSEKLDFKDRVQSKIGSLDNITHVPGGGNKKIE
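In this qHTS, human K18 P301L tau is incubated with compound and heparin for 6 hr at 37 C, and Thioflavin T fluorescence then reports fibril load.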
Starred values were filed as active, the others as inactive; i = inactive; ? = inconclusive; nt = not tested or not shown; [ ] = remark or other dose. Unless noted, calls follow the shape of the dose curve; as a rule, active = well fitted curve in the direction sought with a large enough effect; inconclusive = small, poorly fitted or top-dose-only effect, or another doubt; inactive = no such curve, though single readings can be large; an effect the other way counts as inactive or inconclusive. Potency is read from the fitted curve at half-maximal effect. An excerpt; the hit share may differ from the screen's.

SMILES | L3MBTL1 inh | ALDH1A1 block | SMN2 splice up | Luc counter | LMNA splice mod | JMJD2E inh | RECQ1 inh | Tau fibril ThT
COc1nc(NC23CC4CC(CC(C4)C2)C3)nc(OC)n1 | ? | 25.1µM* | -10.0% | 0.1% | ? | -21.9% | -16.0% | -13.3%
Cn1nc(-c2ccccc2)c2ncc(C(F)(F)F)cc21 | 0.4% | ? | 9.1% | 0.8% | -7.1%[9.22 µM] | ? | -0.7% | 2.8%
CCOC(=O)CSc1snnc1-c1ccccc1 | nt | 0.7% | -22.2% | -2.4% | -5.4% | -7.0% | -0.5% | -5.0%
NCCCCCCNS(=O)(=O)c1ccc2c(Cl)cccc2c1 | nt | ? | nt | -1.9% | nt | 0.6% | -6.9% | -3.4%
CCOc1ccc(CSC(=N)N)cc1[N+](=O)[O-] | nt | -8.9% | -0.7% | -3.6% | ? | 1.8% | i | -14.9%
CCN(CC)C(=O)CN(C#N)c1nc(NC(C)C)nc(NC(C)C)n1 | 2.2% | 3.0% | 9.8% | -3.0% | -3.2% | 0.2% | -8.7% | -0.6%
CC(Cc1cccs1)NC(=O)Nc1cccc(Cl)c1 (stereo unspecified) | nt | 1.7% | -29.3% | 0.7% | -17.0% | 1.1% | -16.3% | -0.3%
COc1ccc(/C=N/N2CCN(C3c4ccccc4-c4ccccc43)CC2)cc1OC | -7.7% | 13.0% | nt | -3.9% | -13.7% | -4.8% | 3.1% | 4.3%
Cc1cc(NC(=O)C2Oc3ccccc3OC2C)no1 (stereo unspecified) | 13.6% | 0.5% | -5.3% | -1.5% | nt | -0.4% | 2.4% | -1.3%
CCOc1ccc2nc(N3CCCC(C(=O)NCCCN4CCOCC4)C3)sc2c1 (stereo unspecified) | -1.2% | 6.5% | 12.6µM* | 1.7% | -6.4% | 7.7% | 1.6% | -13.1%
COc1cc(C)c(CNc2cc(C)cc(C)c2)cc1C | nt | -5.8% | -29.3% | -0.4% | -11.8% | 6.3% | -18.3% | ?
Cc1ccc(Nc2nc(-c3ccc(S(=O)(=O)N4CCOCC4)cc3)cs2)cc1Cl | 5.0% | ? | -34.2%[inhibitor] | 4.4% | ? | ? | i | -2.5%
OC(CSc1ccccc1Cl)CN1CCN(c2ccccc2F)CC1 (stereo unspecified) | 3.0% | -8.7% | -17.8% | 2.5% | -7.8% | ? | -1.4% | -11.1%
CC(SCC(=O)Nc1ccc(S(=O)(=O)N2CCCCC2)cc1)C(=O)O (stereo unspecified) | -1.9% | 28.2µM* | -1.9% | 11.2% | 3.0% | -0.3% | -0.1% | -12.2%
CCOC(=O)CCCN1CC(O)=C(c2nc(-c3ccc(Cl)cc3)cs2)C1=N | nt | -5.7% | -16.6% | -6.3% | 21.9%[46 µM] | -2.7% | 2.0% | ?
Cc1sc(NC(=O)CCl)c(C(=O)c2ccccc2)c1C | -22.9% | 0.708µM* | -9.9% | 1.6% | ? | -1.5% | -11.3% | ?
CC(C)N1CCc2c(sc(NC(=O)c3cc(-c4cccs4)nc4ccccc34)c2C(N)=O)C1 | -11.2% | -7.6% | -6.0% | -0.2% | ? | -4.2% | 12.0% | ?
N#CCCn1cc(C(CC(=O)c2ccc(Br)cc2)C(=O)O)c2ccccc21 (stereo unspecified) | -0.1% | -10.6% | 4.6% | 5.3% | -4.7% | -6.5% | -4.8% | -14.2%
CC(=O)c1cccc(NC(=O)CCCOc2ccc(C)cc2)c1 | 3.4% | ? | -19.9% | 2.2% | ? | -5.4% | i | -9.1%
O=C(COC(=O)c1cc(-c2cccnc2)nc2ccccc12)Nc1ccc(F)cc1F | -4.6% | -11.2% | -5.7% | 0.6% | -14.8% | ? | -1.4% | ?
O=c1c(-c2ccco2)[n+]([O-])c2ccccc2n1OCc1ccccc1 | nt | 22.4µM* | -18.5% | 0.7% | -3.0% | ? | -15.8% | -16.2%
CC(C)c1csc(CN2CCCC(CCC(=O)NCc3ccccc3F)C2)n1 (stereo unspecified) | 2.3% | 6.3% | nt | -2.3% | 1.4%[46 µM] | 0.3% | -10.2% | -3.3%
Cc1cccc(Oc2c(C=O)c3ccccc3n2C)c1 | 10.2% | -8.5% | -0.4% | -4.1% | -7.8% | -8.2% | i | -13.2%
CCCCNC(=O)C1CCCN(S(=O)(=O)c2ccc(-n3cnnn3)cc2)C1 (stereo unspecified) | 4.8% | 11.6% | -20.5% | 12.0% | 12.2% | 1.2% | i | 1.8%
Cc1nn(Cc2ccccc2)c(=O)n1N(C)c1ncc(C(F)(F)F)cc1Cl | nt | 1.2% | ? | -1.6% | -4.8% | 3.8% | -5.8% | -2.5%

Next section.
SMILES | L3MBTL1 inh | ALDH1A1 block | SMN2 splice up | Luc counter | LMNA splice mod | JMJD2E inh | RECQ1 inh | Tau fibril ThT
CCCCOC(=O)Nc1cccc(C(=O)OCC)c1 | 4.2% | -2.1% | ? | -2.7% | 0.6% | -1.6% | -10.5% | -11.1%
CN(c1ccc(C(=O)O)cc1)S(=O)(=O)c1ccc(Cl)cc1 | nt | 13.7% | 14.1% | 1.6% | 0.3% | 4.4% | -1.2% | 0.5%
CCOc1cc(-c2cc(-c3ccc(C)cc3)nc(N)c2C#N)ccc1O | nt | -10.7% | ? | -3.2% | -12.8% | 3.5% | -3.7% | -10.6%
COc1ccc(OC)c(NC(=O)C2CCCCC2C(=O)O)c1 (stereo unspecified) | 1.2% | 6.2% | 0.8% | -0.4% | 7.6% | -1.8% | -4.0% | -8.7%
Cc1ccc(NS(=O)(=O)c2ccc(OCC(=O)NCc3ccco3)cc2)cc1 | -5.1% | -10.6% | -3.6% | -7.9% | -2.6% | 9.8% | -2.1% | -2.7%
CC(NC(=O)c1cc2c(s1)CCCC2)C(C)(C)C (stereo unspecified) | nt | -4.4% | -21.8% | -3.5% | 7.0% | 3.3% | i | -3.8%
COCC(=O)NNC(=O)c1ccccc1OC | 1.2% | 0.3% | -9.3% | -1.4% | ? | -12.8% | i | 4.9%
Cc1cc(C)nc(Nc2ncc(O)n2-c2ccccc2)n1 | -2.1% | -18.6% | -2.6% | -6.2% | 5.1% | -4.8% | 1.1% | 1.8%
CCOC(=O)C1CCCN(C(=O)c2cc3cc(Br)ccc3oc2=O)C1 (stereo unspecified) | -10.8% | -6.5% | -10.2% | 1.6% | nt | -13.9% | i | 3.1%
O=C(Cn1c(COc2ccccc2)nc2ccccc21)Nc1cc(Cl)c(Cl)cc1Cl | 5.9% | ? | -1.2% | 0.3% | nt | 2.9% | i | 4.9%
O=C(C1=NN[C@@H]2C(=O)N(c3cccc(C(F)(F)F)c3)C(=O)[C@H]12)C(c1ccccc1)c1ccccc1 | -8.4% | ? | 15.1% | -1.4% | -22.4% | 9.4% | 28.2µM* | -2.7%
COc1cc(OC)c([C@@H]2O[C@H](CO)[C@@H](O)[C@H](O)[C@H]2O)c(OC)c1 | nt | 1.3% | 12.0% | -0.8% | nt | 1.2% | 1.0% | 0.0%
CCOC(=O)N1CCN(C(=O)COc2ccc([N+](=O)[O-])cc2)CC1 | 1.5% | 3.7% | 6.9% | -1.3% | -8.4%[46 µM] | 8.7% | i | -8.5%
CCOC(=O)/C(C#N)=C\c1ccc(N2CCN(C)CC2)cc1 | -7.1% | -5.8% | 0.6% | 2.2% | -8.7% | 0.0% | -2.5% | -19.2%
C=CCNc1nc2c(c(=O)[nH]c(=O)n2C)n1Cc1cccc(C)c1 | -8.4% | 3.4% | 27.2% | -0.3% | -5.3% | -5.0% | i | -2.3%
Cc1ccc(S(=O)(=O)CCC(=O)OCC(=O)N2CC(=O)Nc3ccccc32)cc1 | -7.6% | ? | 2.6% | -1.6% | -3.4% | -11.2% | 2.3% | -14.5%
CCOc1cccc(NC(=O)C2CC(=O)N(C)C2)c1 (stereo unspecified) | nt | -0.7% | ? | 3.7% | -5.0% | 0.4% | i | 2.4%
CN1CCCN(C(=O)C2CCCCC2)CC1 | 3.1% | -8.6% | -10.6% | -2.6% | ? | 15.6% | i | 0.8%
O=C(NCc1ccc2c(c1)OCO2)c1ccccn1 | -0.2% | 6.5% | 13.2% | -2.7% | -7.5% | 5.6% | -3.6% | -10.5%
CCOc1ccc(OCC)c(NC(=O)C2CCCN(c3nc(C)cc(C)n3)C2)c1 (stereo unspecified) | -0.1% | -12.0% | -14.1% | -0.4% | ? | -14.5% | 0.2% | -11.6%
COc1ccc(F)cc1S(=O)(=O)n1nnc2ccccc21 | 6.3% | -10.2% | nt | -0.9% | ? | ? | i | 0.4%
O=C(CC12CC3CC(CC(Br)(C3)C1)C2)NC1=NCCS1 | -2.6% | 4.7% | -3.3% | 2.2% | -7.6%[46 µM] | 2.2% | ? | 2.6%
